Mito fusion yeast: blocks mitochondrial division or promotes mitochondrial fusion; S. cerevisiae fusion-defective mutant growth rescue, CellTiterGlo 48 h; Potency, µM (titrated, usually from 46.1 µM), for the others: top-dose growth rescue (activation), usual class: activators; 320,000 compounds, 0.23% hits; AID 485298;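 further: potency means the concentration at half of the fitted maximal effect; % of control where 0% means no effect; nearly all actives have a fitted effect of over 45% in size; temperature-sensitive fusion mutants such as fzo1-1 at 37 °C on non-fermentable ethanol glycerol medium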
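Growth-rescue viability read-out: after 48 h at the non-permissive 37C in glycerol/ethanol YPEG, yeast mitochondrial fusion mutants are measured by CellTiterGlo luminescence; compounds (23 nl pinned per well) restoring growth score as division inhibitors or fusion activators.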
Eya2 phos inh: blocks the phosphatase activity of human Eya2 | O00167 | recombinant Eya2, OMFP fluorescence dephosphorylation (OMFP is methylfluorescein phosphate) | Potency, µM (top dose mostly 76.9 µM), for inactives: at the highest dose activity, negative = inhibition, hits mostly inhibitors | 330,000 compounds, 0.006% hits; further: potency means the concentration at half of the fitted maximal effect; on the % scale 0 is the no-effect control and ±100 the full control effect
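Eya2 (0.2 uM) preincubated 10 min at ambient with compound, then OMFP substrate added at 50 uM; 10 min reaction in 50 mM HEPES pH 7.5, 50 mM NaCl, 5 uM MgCl2, 0.05% BSA, 1 mM DTT. Fluorescence read at Ex 485/Em 525 nm.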
Integrin act MD: integrin-mediated muscular dystrophy alleviation activation. alpha7betagal myoblasts, beta-gal FDG fluorescence, 48 h. Potency, µM (doses to about 38.3 µM), without a hit: top-dose activation, hits mostly activators. 350,000 compounds, 0.064% hits. AID 624291;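 further: potency means the concentration at half of the fitted maximal effect; 100% = response of the positive control SU9516; nearly all actives have a fitted effect of over 60% in size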
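Alpha7betagal+/- myoblasts (passage 13) were plated 16-24 hr, then exposed to compounds (1:260 dilution of DMSO stock) for 48 hours at 37C. After MPER lysis, β-galactosidase reporter activity was read as FDG fluorescence (ex 480/em 540) after 30 minutes.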
TSHR antagonist: blocks TSH signaling through the human TSH receptor | TSHR-expressing cells, TSH-stimulated cAMP HTRF, 2 h; hits give low values | activity change, negative = inhibition, % at 11.5 µM | 330,000 compounds, 0.2% hits | AID 504810;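 active means activity change below a set negative limit, meaning inhibition stronger than a set level, cut at about -70% in these data; inconclusive means activity change between two set negative limits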; further: on the % scale 0 is the no-effect control and ±100 the full control effect
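Competitive HTRF cAMP read-out (cryptate anti-cAMP antibody, cAMP-d2; 30 min, room temperature) in freshly harvested TSHR cells. Compounds added before TSH at EC80 (4nM final), followed by 2 hours' incubation at 37 deg C.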
Tb PFK block: inhibitors of T. brucei phosphofructokinase. AID 485367. O15648. T. brucei PFK, ADP-Glo luminescence. 330,000 compounds, 0.17% hits. Potency, µM (highest dose often 57.5 µM), for the others: at the highest dose activity, negative = inhibition, hits mostly inhibitors;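 further: potency means the concentration at half of the fitted maximal effect; 0% = uninhibited 1x PFK enzyme wells and -100% = no-enzyme wells; nearly all actives have a fitted effect of over 60% in size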
Target sequence (O15648 whole entry, looked up): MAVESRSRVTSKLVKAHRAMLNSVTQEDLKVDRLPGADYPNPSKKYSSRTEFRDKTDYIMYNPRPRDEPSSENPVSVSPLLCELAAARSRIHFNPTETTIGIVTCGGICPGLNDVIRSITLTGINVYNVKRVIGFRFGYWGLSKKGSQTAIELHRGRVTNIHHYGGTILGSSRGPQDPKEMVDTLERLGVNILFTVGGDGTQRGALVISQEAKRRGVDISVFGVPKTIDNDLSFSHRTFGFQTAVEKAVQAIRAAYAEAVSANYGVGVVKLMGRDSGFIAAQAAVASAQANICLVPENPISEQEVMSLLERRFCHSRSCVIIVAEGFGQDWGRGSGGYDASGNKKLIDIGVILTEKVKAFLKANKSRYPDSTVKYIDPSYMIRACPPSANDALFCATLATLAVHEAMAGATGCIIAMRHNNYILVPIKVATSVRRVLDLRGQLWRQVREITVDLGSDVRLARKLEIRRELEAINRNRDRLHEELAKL
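Compounds were pin-transferred as a titration series up to 57 uM into substrate buffer (0.5 mM F6P, 0.1 mM ATP, pH 8.0), then 1.25 nM PFK was added and reactions ran 45 min before ADP-Glo detection.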
PTAP TSG101 blk: blocks PTAP/TSG101 interaction to inhibit HIV-1 budding | AID 493005 | Fluorescence polarization, FITC-PTAP peptide / Tsg101 binding | Potency, µM (doses to about 115 µM), for inactives: at the top dose activity change, negative = inhibition, hits mostly inhibitors | 340,000 tested, under 10 active | Q99816; active means well fitted inhibition curve with a large enough effect in the main read-out, with a control signal flat, not every such curve was filed as active; inconclusive means small, poorly fitted or top-dose-only effect, or effect the other way, or a change in a side signal; inactive means no such curve, though single readings can be large or run the other way; further: potency means the concentration at half of the fitted maximal effect; % of control where 0% means no effect
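Compounds were pin-transferred onto Tsg101 binding domain (10 uM final) in HEPES pH 7.5 buffer, then FITC-PTAP peptide was added at 50 nM final. After 20 min at RT, polarization reported peptide displacement across a qHTS concentration series.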
BCR signal inh: chronic active BCR signaling inhibition. AID 493014. Potency, µM (highest dose often 46.1 µM), for inactives: at the top dose ratio change, negative = lower green/red ratio, usual class: inhibitors. ABC-DLBCL IkBa-CBG/CBR reporter, luminescence ratio, 4 h. 340,000 compounds, 0.05% hits; active means well fitted inhibition curve with a large enough effect in the signal ratio, with a control signal flat, not every such curve was filed as active; inconclusive means small, poorly fitted or top-dose-only effect, or effect the other way, or a change in a side signal; the % refers to the signal ratio;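 further: potency means the concentration at half of the fitted maximal effect; plate controls were basal doxycycline-induced cells for no effect and cells given 10 µM MG132 for full effect; MG132 reads +100%, hits lower the ratio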
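Cell line TMD8 (human ABC DLBCL), stably expressing tet-inducible CBG68-IkBa fusion and CBR; IMDM/0.5% FBS; cpd up to 46 uM; dox induction, 4 h, 37C/5% CO2; dual luminescence; green/red ratio; MG132 control.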
ELG1 repair inh: ELG1-dependent DNA repair inhibition | 330,000 compounds, 2.3% hits | AID 504467 | HEK293T ELG1-luciferase reporter, luminescence, 16 h; DNA damage induced by 5-fluorouridine | Potency, µM (titrated, usually from 46.1 µM), inactives show at the highest dose activity change, negative = inhibition, most hits filed as inhibitors; further: potency means the concentration at half of the fitted maximal effect; on the % scale 0 is the no-effect control and ±100 the full control effect; nearly all actives have a fitted effect of over 55% in size
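Luminescence from the luciferase reporter, measured 30 min after ONE-Glo reagent at room temperature, was the read-out. Beforehand, 2,000 cells per well were exposed for 16 hr at 37 °C to 5-fluorouridine together with compound or vehicle.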
AT treatment: potential ataxia-telangiectasia treatment | […] A-T fibroblasts, KAP-1 phosphorylation AlphaLISA; neocarzinostatin DNA damage 30 min before lysis | Potency, µM (titrated, usually from 57.5 µM), for the others: top-dose activation, hits mostly activators | 320,000 compounds, 0.19% hits | AID 485349; further: potency means the concentration at half of the fitted maximal effect; % of control where 0% means no effect; nearly all actives have a fitted effect of over 45% in size
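hTERT-immortalized A-T patient fibroblasts ([…]), 500 cells/well in OPTI-MEM, 1% FBS, got compounds for 60 min, then NCS for 30 min at 37C. Lysates were then assayed for phospho-KAP-1 by AlphaLISA (anti-pKAP1 donor, anti-KAP1 acceptor beads), 6 hr at 25C.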
TCR activator: activates T cell receptor signaling. 330,000 tested, under 10 active. AID 504894. primary human leukocytes, anti-CD3, IL-2 HTRF, 48 h. Potency, µM (highest dose often 9.22 µM), for inactives: top-dose activation of IL-2 secretion, actives largely listed as activators; further: % of control where 0% means no effect
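48 hr co-incubation of compounds, a-CD3 beads and primary human leukocytes; IL-2 quantified homogeneously by HTRF with anti-IL-2 K and d2 conjugates.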
S-ASM inh: blocks human secretory acid sphingomyelinase; placental ASM, HMU-PC fluorogenic substrate, 60 min; Potency, µM (doses to about 57.5 µM), inactives show at the top dose activity change, negative = inhibition, usual class: inhibitors; 340,000 compounds, 0.006% hits; AID 504937; further: potency means the concentration at half of the fitted maximal effect
Target sequence (P17405 47-631 limits assumed): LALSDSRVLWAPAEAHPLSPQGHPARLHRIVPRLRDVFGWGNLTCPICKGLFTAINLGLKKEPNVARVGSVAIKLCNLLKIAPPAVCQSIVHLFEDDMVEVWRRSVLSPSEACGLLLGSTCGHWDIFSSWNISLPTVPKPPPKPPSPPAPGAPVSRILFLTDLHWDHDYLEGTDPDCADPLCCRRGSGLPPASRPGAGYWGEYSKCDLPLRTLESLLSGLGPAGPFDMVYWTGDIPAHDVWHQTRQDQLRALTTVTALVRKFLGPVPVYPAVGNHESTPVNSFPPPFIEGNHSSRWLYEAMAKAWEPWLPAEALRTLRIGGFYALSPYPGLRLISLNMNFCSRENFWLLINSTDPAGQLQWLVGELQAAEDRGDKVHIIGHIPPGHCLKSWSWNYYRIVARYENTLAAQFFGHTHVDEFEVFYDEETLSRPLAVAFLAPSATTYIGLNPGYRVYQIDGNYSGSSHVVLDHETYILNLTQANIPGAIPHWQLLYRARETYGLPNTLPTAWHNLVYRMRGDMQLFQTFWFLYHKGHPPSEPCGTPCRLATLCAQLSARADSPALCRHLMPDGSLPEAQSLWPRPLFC
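qHTS format. ASM enzyme prepared from human placenta hydrolyses the fluorogenic substrate HMU-PC0 (9 uM final) over 60 min at 37 °C after a 10 min compound preincubation.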
* hit, by the source's call; u = inconclusive; x = no result given; [ ] = another dose, or the depositor's remark. Unless noted, the call rests on the fitted dose curve; in most records, active means well fitted curve in the direction sought with a large enough effect; inconclusive means small, poorly fitted or top-dose-only effect, or another doubt; inactive means no such curve, though single readings can be large; an effect the other way counts as inactive or inconclusive. Hits appear at their usual frequency; any-hit rate near 3.2%.

SMILES	Mito fusion yeast	Eya2 phos inh	Integrin act MD	TSHR antagonist	Tb PFK block	PTAP TSG101 blk	BCR signal inh	ELG1 repair inh	AT treatment	TCR activator	S-ASM inh
O/N=C1\CC/C(=N\O)c2nn(-c3ccccc3Cl)nc21	0%	10%	1%	-11	1%	0%	u	-6%	4%	-3%	0%
CCCCCCC(=O)Oc1cccc(N2C(=O)C3CCCCC3C2=O)c1 (configuration not stated)	4%	-12%	u	23	-3%	-6%	1%	12%	12%	-2%	-5%
O=C(Cc1ccccc1)Nc1ccc(NC(=O)c2cccs2)c(Cl)c1	-1%	0%	0%	-4	0%	0%	5%	4%	1%	-9%[46.1 µM]	1%
COc1cccc(/C=C(/C(=O)OCC(N)=O)c2ccccc2)c1	4%	8%	-16%	-5	0%	-2%	-5%	-3%	2%	-7%	-5%
Cc1ccc(/C=N/NC(=O)CSc2nc3ccccc3n2C)s1	1%	-13%	18%	-1	-2%	-3%	1%	-1%	-8%	6%	-3%
COc1ccc2nc(NCCNC(=S)NCCCN3CCOCC3)c(C#N)cc2c1	27%	3%	23%	-2	-7%	-1%	u	u	3%	-6%	293%[activator]
O=C(Nc1cccn(Cc2ccc(F)cc2)c1=O)NC1CCCCC1	6%	-2%	-23%	-8	-2%	-1%	0%	-19%	-2%	0%	-1%
O=C(O)c1n[nH]c2c1CCCCC2	-5%	22%	13%	0	-3%	-8%	-4%	u	7%	1%	-3%
Cc1ccccc1Sc1ncnc2onc(C)c12	-3%	5%	-42%[inhibitor]	0	7%	-1%	u	-3%	-4%	0%	0%
Cc1ccc(S(=O)(=O)N2CCN(C(=O)CC(C)n3cncn3)CC2)cc1C (configuration not stated)	7%	-9%	-25%	56	4%	-2%	u	12%	3%	4%	6%
O=C(c1cccc(S(=O)(=O)Nc2ccc(Br)cc2)c1)N1CCCC1	4%	-1%	0%	-1	0%	-2%	13%	0%	4%	1%	x
CCOC(=O)C1(Cc2cccc(F)c2)CCN(C2CCOCC2)CC1	-5%	7%	8%	7	-3%	-1%	-20%	12%	2%	-6%	-1%
Cc1cc(NC(=O)c2ccc(NC(=O)C(C)C)cc2)no1	0%	3%	12%	-4	1%	-1%	28%	u	-1%	-3%	-1%
Cc1cccc(C(=O)N[C@H](C(=O)NCCc2ccc(S(N)(=O)=O)cc2)C(C)C)c1	-3%	-5%	20%	-6	7%	-4%	0%	-3%	1%	-2%	1%
Cc1ccc(S(=O)(=O)N(C)c2ccc(OC(C)C(=O)N3CCCC3)cc2)cc1C (configuration not stated)	4%	-3%	0%	0	-15%	-9%	0%	0%	10%	-1%	2%
S=C1NC[C@H](CC2CCCCC2)N1CC1CCCCC1	-11%	u	-38%	-4	-1%	-1%	21%	u	u	-2%	-5%
COc1ccc(CN2C(=NC(=O)C3CCCCC3)SC3CS(=O)(=O)CC32)cc1 (configuration not stated)	-2%	-4%	0%	15	0%	-5%	-4%	0%	-12%	4%	6%
O=C(COc1ccc(-c2ccccc2)cc1)N/N=C/c1cccnc1	16%	-10%	42%	-5	0%	1%	u	15%	-4%	8%	0%
N/C(Cc1ccc([N+](=O)[O-])cc1)=N\OC(=O)C(c1ccccc1)c1ccccc1	-19%	5%	-61%[inhibitor]	-13	-2%	-6%	-6%	0%	-1%	-1%	-9%
COc1cc(CC(=O)Nc2ccc3c(c2)CCC3)cc(OC)c1OC	-14%	-1%	-36%	-20	0%	-1%	-4%	-21%	7%	1%[46.1 µM]	0%
CC1CCCN(C(=O)c2ccc(COc3ccccc3Br)cc2)C1 (configuration not stated)	16%	-33%	-32%	-12	0%	0%	-3%	16%	10%	-14%	-8%
N#Cc1c(C(F)(F)F)cc(C2CC2)[nH]c1=O	-7%	u	-3%	-8	0%	0%	2%	0%	8%	-8%	299%[activator]
COC(=O)C1=C(C)NC(=O)NC1c1ccco1 (configuration not stated)	-5%	0%	-20%	5	-1%	1%	9%	6%	-7%	-7%	-1%
O=C(CCN1CCCCO1)N1CCCC(Nc2ccc(F)c(F)c2)C1 (configuration not stated)	5%	-7%	18%	-8	-4%	-3%	u	-14%	10%	-4%	x
Cc1ccc(C(=O)Nc2cccc(C(=O)N3CCOCC3)c2)cc1Cl	2%	1%	-19%	-5	1%	-3%	4%	u	-1%	3%	-2%
CN(C)c1ccc(-c2nn3c(C4CCCCC4)nnc3s2)cc1	-1%	7%	-3%	0	1%	-5%	u	u	6%	-6%	102%[activator]
Cc1ccc(NC(=O)C2CCCN2S(=O)(=O)c2ccc3c(c2)n(C)c(=O)c(=O)n3C)cc1 (configuration not stated)	4%	0%	-12%	-4	-4%	0%	10%	u	-8%	-5%	8%
O=C(COC(=O)c1ccccn1)NCc1cccc(Cl)c1	7%	28%	13%	-6	-11%	-5%	4%	12%	1%	3%	-1%
COc1ccc(CN2CCN(C(=O)CCC(=O)Nc3nnc(CC(C)C)s3)CC2)cc1F	13%	-6%	1%	24	-3%	2%	-6%	5.8µM*	1%	6%	4%
COc1ccc(NS(=O)(=O)c2ccc(N3CCOCC3)c(NC(=O)c3cccc(F)c3)c2)cc1	-1%	-1%	-30%	5	1%	-1%	0%	u	10%	-5%[46.1 µM]	-2%
O=C(Cc1ccc(Cl)cc1)OCc1nnc(-c2ccccc2)o1	-1%	-3%	14%	0	4%	0%	0%	7%	2%	-7%	-9%
CCC(Sc1nc2ccccc2[nH]1)C(=O)Nc1cc(C)on1 (configuration not stated)	-2%	-3%	1%	-6	-8%	-3%	-3%	14%	5%	-18%	-2%
COc1ccc([N+](=O)[O-])cc1NC(=O)C(C)OC(=O)c1cccnc1Cl (configuration not stated)	4%	0%	-15%	34	2%	-2%	-1%	1%	6%	2%	-1%
CC(C)(C)c1ccc(C2(C)NC(=O)N(CC(=O)NCc3cccs3)C2=O)cc1 (configuration not stated)	-8%	-4%	1%	4	4%	1%	-11%	1%	-4%	1%[46.1 µM]	-1%
CCCc1cc(C(=O)Nc2ccc(F)cc2F)no1	4%	-2%	17%	19	-8%	-2%	u	u	16%	-4%	2%
COc1ccc(C(=O)NCCS(=O)(=O)N(C)Cc2ccccc2)cc1	4%	-14%	28%	-6	-5%	2%	2%	2%	6%	-1%	-2%
COc1cccc(CNC(=O)CC(NC(C)=O)c2ccccc2)c1 (configuration not stated)	-6%	-28%	-3%	0	-1%	-2%	0%	0%	2%	-5%	4%
CC(=O)N1CCN(c2ccc(NCc3ccco3)cc2)CC1	-10%	-4%	x	-11	0%	0%	1%	u	8%	1%	0%
O=C(Nc1ccc2c(c1)OCCO2)c1cc(-c2ccccc2)nc2ccccc12	5%	-1%	-5%	-11	-8%	-10%	-10%	u	-5%	-7%	-6%
COc1ccc(CCNCC(=O)Nc2ccc(C)c(Br)c2)cc1OC	-16%	-2%	-15%	9	-3%	-4%	0%	0%	0%	-6%	-2%
N#Cc1ccccc1NC(=O)c1ccc2c(Cl)c3c(nc2c1)CCCC3	12%	-15%	4%	4	0%	-2%	-18%	u	-3%	0%[46.1 µM]	-14%
Cc1ccc(CNC(=O)Cn2cnc3c(NCc4ccccc4)ncnc32)o1	x	-5%	-24%	7	1%	-2%	-12%	-21%	3%[11.5 µM]	-2%[46.1 µM]	7%
CCCOc1cc(NCc2ccccc2)c2ncn(C(C)C)c2c1	21%	7%	-13%	-6	-4%	-7%	3%	-17%	1%	3%	5%

For convenience, part of the list above:
SMILES	Mito fusion yeast	Eya2 phos inh	Integrin act MD	TSHR antagonist	Tb PFK block	PTAP TSG101 blk	BCR signal inh	ELG1 repair inh	AT treatment	TCR activator	S-ASM inh
O=C(COC(=O)c1ccccn1)NCc1cccc(Cl)c1	7%	28%	13%	-6	-11%	-5%	4%	12%	1%	3%	-1%
COc1ccc(CN2CCN(C(=O)CCC(=O)Nc3nnc(CC(C)C)s3)CC2)cc1F	13%	-6%	1%	24	-3%	2%	-6%	5.8µM*	1%	6%	4%

Source: PubChem BioAssay
